Pf gamet viab: kills late stage P. falciparum gametocytes. P. falciparum stage V gametocytes, ATP luminescence, 24 h. inhibition, % at 10.9 µM. 150,000 compounds, 0.065% hits;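 active = inhibition above the mean plus 3 SD of compounds within the control limits, set per campaign, cut at about 38% in these data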;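 note: 0% = DMSO wells and 100% = medium only without gametocytes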
ABCG2 block: blocks JC-1 efflux by human ABCG2 transporter. 190,000 compounds, 0.1% hits. inhibition, % at 6.6 µM. IgMXP3 cells, flow cytometry;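 active = inhibition above 80%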;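 note: 0% = DMSO and 100% = nicardipine control wells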
Target sequence (Q9UNQ0 whole entry, looked up): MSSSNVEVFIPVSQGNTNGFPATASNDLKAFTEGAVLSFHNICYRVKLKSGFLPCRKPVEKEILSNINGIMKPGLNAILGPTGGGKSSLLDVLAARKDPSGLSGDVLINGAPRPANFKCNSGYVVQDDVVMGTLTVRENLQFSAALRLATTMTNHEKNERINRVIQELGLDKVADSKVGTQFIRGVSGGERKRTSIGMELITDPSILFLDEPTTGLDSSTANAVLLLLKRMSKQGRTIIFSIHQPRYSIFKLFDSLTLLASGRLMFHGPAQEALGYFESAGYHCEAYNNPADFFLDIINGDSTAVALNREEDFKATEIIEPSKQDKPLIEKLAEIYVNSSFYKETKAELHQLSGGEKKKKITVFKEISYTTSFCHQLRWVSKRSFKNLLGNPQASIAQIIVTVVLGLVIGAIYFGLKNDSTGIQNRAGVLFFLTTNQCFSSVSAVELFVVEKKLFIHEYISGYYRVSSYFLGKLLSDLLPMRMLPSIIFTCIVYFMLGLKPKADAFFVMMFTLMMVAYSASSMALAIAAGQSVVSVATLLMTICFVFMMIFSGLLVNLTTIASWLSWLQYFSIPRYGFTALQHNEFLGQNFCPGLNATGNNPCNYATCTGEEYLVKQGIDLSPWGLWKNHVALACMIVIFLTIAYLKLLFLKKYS
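Assay system – ABCG2 IgMXP3 and barcoded ABCB1 CCRF-Adr cell mix · Input – 3 million cells/mL in well · Reagent – JC-1 fluorescent substrate · Compound – single test compound dose, 6.6 µM final · Timing – 10 min exposure at 25 °C with rotation, no wash · Detection – flow cytometry of retained JC-1 fluorescence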
Mcl1-Noxa inh: Mcl-1/Noxa interaction inhibition; AID 1022; 220,000 compounds, 1.5% hits; inhibition, % at 21.7 µM; TR-FRET Mcl-1/Noxa peptide binding, 2 h;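 active = compounds that cut the protein-peptide binding signal by more than 50% relative to plate controls in a single-dose test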;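 note: His-tagged Mcl-1 with rhodamine Noxa BH3 peptide and terbium anti-His antibody; 0% = Mcl-1 plus Noxa peptide wells and 100% = peptide-only wells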
RGS8-Gao reg: regulators of human RGS8-Galphao interaction | multiplexed bead flow cytometry, RGS8-Galphao binding; actives lie on both sides | AID 1423 | response (percent of control binding), % at 10 µM | 220,000 compounds, 0.34% hits; in the data active = response below about 60% or above about 140%; inactive = in between;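 note: Galphao activated as the GDP aluminium fluoride complex binding bead-coupled RGS8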
Target sequence (P09471 whole entry, looked up): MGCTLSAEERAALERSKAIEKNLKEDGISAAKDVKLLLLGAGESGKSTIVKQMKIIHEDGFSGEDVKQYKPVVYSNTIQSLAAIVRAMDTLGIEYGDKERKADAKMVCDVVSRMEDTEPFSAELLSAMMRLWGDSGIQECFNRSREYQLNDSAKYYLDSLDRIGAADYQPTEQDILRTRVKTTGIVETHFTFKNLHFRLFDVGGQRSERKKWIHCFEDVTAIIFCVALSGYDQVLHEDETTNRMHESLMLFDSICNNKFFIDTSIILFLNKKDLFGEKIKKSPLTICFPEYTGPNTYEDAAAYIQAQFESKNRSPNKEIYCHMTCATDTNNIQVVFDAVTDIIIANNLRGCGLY
Bim-Mcl-1: disrupts Bim peptide binding to human Mcl-1; Q07820; inhibition, % at 10 µM; Bead-based flow cytometry, Bim peptide-Mcl-1 binding; 190,000 compounds, 0.1% hits; in the data active = inhibition above about 40%;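 note: 0% = no compound tracer wells and 100% = peptide blocker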
Mcl1 Bid PPI: disrupts binding of human Mcl-1 to Bid peptide. TR-FRET Mcl-1/Bid-Dy647 peptide binding, 1536-well. Q07820. AID 1021. inhibition, % at 21.7 µM. 220,000 compounds, 0.97% hits;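 active = compounds that cut the binding signal by more than half at the single screening dose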;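 note: His-tagged Mcl-1 with europium anti-His antibody binding Bid BH3 peptide; 0% = Mcl-1 plus peptide wells and 100% = peptide-only wells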
GSH fluor: compound fluoresces at 488/530 nm on GSH beads | GSH beads flow cytometry, compound fluorescence 488/530 nm; stronger effect = higher value | fluorescence (KMESF) at 10 µM | 190,000 compounds, 0.25% hits; in the data active = fluorescence above about 89;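 note: glutathione beads carrying GST-tagged Bcl family fusion proteins plus one bare bead set; values are compound well signal with DMSO vehicle wells as background; inactives centre near 16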
ABCB1 inh: inhibitors of human ABCB1 transporter, ABCG2 counter-screen; P08183; CCRF-Adr cells, JC-1 efflux, flow cytometry; inhibition, % at 6.6 µM; 190,000 compounds, 0.067% hits; AID 1326; in the data active = inhibition above about 40%;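 note: 0% = vehicle and 100% = reference inhibitor; higher value means more JC-1 retained so stronger ABCB1 efflux block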
RGS4-Gao reg: human RGS4-Galphao interaction regulation | binding response (% of control), % at 10 µM | 220,000 compounds, 0.33% hits | AID 1415 | Multiplexed bead flow cytometry, RGS4-Galphao binding; actives lie on both sides; in the data active = binding response below about 49% or above about 150%; inactive = in between;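 note: fluorescent Galphao activated with aluminum fluoride binding bead-coupled RGS4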
RGS7-Gao reg: human RGS7-Galphao interaction regulation; P09471; Multiplexed bead flow cytometry, RGS7-Galphao binding; actives lie on both sides; binding response (% of control), % at 10 µM; 220,000 compounds, 0.35% hits; in the data active = binding response below about 49% or above about 150%; inconclusive = no clear call, values can overlap the other calls; inactive = in between;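 note: fluorescent Galphao held in activated GDP-AlF4 state binding bead-coupled RGS7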
Avidin fluor: avidin bead compound fluorescence profile; fluorescence (KMESF) at 10 µM; 220,000 compounds, 0.38% hits; Avidin beads, compound fluorescence 488/530 nm, flow cytometry; stronger effect = higher value; AID 1775; in the data active = fluorescence above about 47; note: inactives centre near 10
* = called active by the depositor; ? = inconclusive; / = no result given; [ ] = another dose, or the depositor's remark. The order is random; 3.3% or so of the library scored in one or more.

compound,Mcl1 Bid PPI,Avidin fluor,RGS7-Gao reg,ABCB1 inh,Mcl1-Noxa inh,ABCG2 block,GSH fluor,RGS4-Gao reg,Bim-Mcl-1,Pf gamet viab,RGS8-Gao reg
O=C(CSC1=NCCS1)Nc1ccnc2ccccc12,-13,8,99,0.8,-1,3,30,101,0,/,109
O=C(CN1C(=O)C2C3CCC(C3)C2C1=O)OCC(=O)c1cccc([N+](=O)[O-])c1 (stereo unspecified),-12,14,99,0.7,13,5,15,88,-8,9,95
CS(=O)(=O)c1ccc2nc(NC(=O)C3CCCCC3)sc2c1,-11,15,104,0.0,-4,2,11,104,-4,4,101
O=C(C(NS(=O)(=O)c1cccc2nsnc12)c1ccccc1)N1CCN(c2ccccn2)CC1 (stereo unspecified),-16,12,103,1.2,16,0,24,101,-2,/,99
CCCn1c(=O)c2[nH]cnc2n(-c2ccc(Cl)cc2)c1=O,-9,6,?,/,6,/,/,109,/,-1,106
COc1ccc(N2CCN(Cc3nc4c(c(=O)[nH]c(=O)n4C)n3CCCc3ccccc3)CC2)cc1,-12,9,100,2.4,6,0,17,102,-1,0,100
COc1ccc(NC(=O)C2CCN(c3cc(-c4ccccc4)nc4ncnn34)CC2)cc1OC,-25,8,105,0.5,4,6,37,108,-1,/,104
COc1ccc(NC2CC(=O)N(C)C2=O)cc1 (stereo unspecified),-83,11,97,-0.8,-18,-2,77,101,1,5,97
Cc1cc2nc(-c3cccc(NC(=O)c4ccc(Br)o4)c3C)oc2cc1C,-32,6,99,0.2,3,3,32,106,1,/,104
Cc1ccc(C2CC(c3ccccc3)=NN2c2ccccc2)o1 (stereo unspecified),-47,3,101,0.4,5,7,10,101,-4,/,104
OCCN1CCN(CC(O)COCC2COc3ccccc3O2)CC1 (stereo unspecified),0,9,?,-0.3,24,-1,15,101,-1,11,102
CCOc1cc(/C=N/O)ccc1OCc1ccc(F)cc1,0,17,103,0.6,16,10,11,106,-4,-7,107
CCS(=O)(=O)n1nc(-c2ccc(Cl)cc2)nc1SC,12,14,102,0.6,2,16,27,104,-5,/,106
COc1ccccc1Nc1nc(-c2cccc(N3C(=O)c4ccccc4C3=O)c2)cs1,-38,3,95,-0.2,20,-4,9,94,-2,/,98
O=C(COc1ccc(S(=O)(=O)NCc2ccccc2)cc1Cl)NCC1CCCO1 (stereo unspecified),-8,15,95,1.4,1,30,37,103,-1,-2,99
COc1ccc(NC(=O)N(CCN2CCCC2)Cc2cc3cc(OC)c(OC)cc3[nH]c2=O)cc1,-8,33,101,1.0,14,20,23,105,-5,/,103
CSc1cccc(NC(=O)c2ccco2)c1,-21,13,94,0.6,3,4,23,98,0,/,104
C=CCc1ccc(OCCCOc2ccc(C(=O)O)cc2)c(OC)c1,-16,10,?,0.1,13,3,13,98,1,/,101
Cc1c(C(=O)c2ccccc2)c2ccccn2c1CCC#N,-53,9,?,/,-8,/,/,103,/,0,99
O=C(O)c1cc(-c2ccncc2)nc2ccc(S(=O)(=O)N3CCOCC3)cc12,14,24,99,0.3,22,-1,23,99,-3,3,100
CN(C)CCCN1C(=O)C(=O)/C(=C(/O)c2ccncc2)C1c1cccc(Br)c1 (stereo unspecified),-32,15,102,1.9,15,12,12,103,2,/,100
CCN(CC)c1ccc(NC(=O)c2ccccc2F)cc1,-3,14,101,0.3,15,34,37,98,-7,/,101
O=C(CSc1nc(-c2ccco2)cc(C(F)(F)F)n1)N1CCN(c2ccc(Cl)cc2)CC1,-21,4,101,-0.3,-3,0,29,99,-4,/,103
CSC1CCCCC1(O)CSc1nc2ccccc2o1 (stereo unspecified),-19,17,98,-0.7,12,4,26,99,-4,/,98
CSC1=N/C(=C\c2ccc(Br)o2)C(=O)S1,-10,16,98,0.7,48,5,30,100,0,/,103
OCC1(CCc2ccccc2)CCN(Cc2cnc(N3CCCC3)s2)CC1,-43,11,106,1.3,20,2,16,101,-1,1,100
N#Cc1c(-c2ccco2)c2c([nH]c1=S)CCCC2,1,8,108,-0.2,59*,0,22,101,-3,/,96
Cc1ccc(SCC(=O)NCc2ccco2)cc1,-8,37,101,0.3,4,0,25,101,-8,5,100
CCOc1ccc(NC(=S)N(CC)Cc2ccccc2)cc1,-34,9,101,1.6,22,18,11,97,0,/,97
CC1CCC(=NNC(=O)Cc2ccccc2)CC1 (stereo unspecified),-23,9,100,0.2,-1,0,7,100,0,/,101
CCOC(=O)c1ccc2[nH]c3c(c2c1)CCCC3O (stereo unspecified),-4,10,100,0.5,0,5,13,98,0,/,99
CCn1c(CNc2ccc(OC)cc2)nnc1SCC(=O)c1ccc(OC)cc1,-52,10,101,0.8,12,4,6,102,0,/,101
CCC(=O)Nc1nc2ccccc2n1Cc1ccccc1Cl,-34,4,?,/,-54,/,/,95,/,14,100
Cc1ccc(CNC(=O)c2nc3nc(C)cc(C)n3n2)cc1,-2,9,98,0.1,16,1,15,99,-3,/,104
O=C1CC(=O)C(n2cncn2)C(c2ccc(Cl)cc2)C1 (stereo unspecified),2,15,95,0.1,8,2,26,101,0,2,100
O=C(NCc1ccco1)c1cccc(-c2nnc(-c3ccccc3)o2)c1,-15,4,97,0.5,-10,1,41,101,-2,/,99
NS(=O)(=O)c1ccc(NC(=O)COC(=O)/C=C/c2ccc([N+](=O)[O-])cc2)cc1,-12,9,?,0.5,3,1,14,102,3,-31,103
COc1ccc(-n2nnnc2SCC(=O)Nc2cccc(NC(C)=O)c2)cc1OC,-19,9,95,0.3,-6,0,22,98,0,/,97
CCOCCCNC(=O)c1cc(=O)n(Cc2cccc(C)c2)c2ccccc12,-5,27,100,1.0,9,2,9,101,-27,-6,105
CC1CCN(c2nc(-c3ccco3)c3c(c2C#N)CC(C)(C)OC3)CC1,5,18,97,0.7,10,8,13,99,-1,/,100
Brc1ccc(C2=CSC3=NCCN23)cc1,-45,8,100,0.0,6,1,23,101,-5,-12,98
O=C(COC(=O)C12CC3CC(CC(C3)C1)C2)Nc1ccc(OC(F)F)cc1,6,4,101,/,3,/,17,99,1,0,102
CCOC(=O)CCc1c(C)nc(SCCCn2c(=O)[nH]c3ccccc32)c(C#N)c1C,-11,17,104,5.7,32,17,21,98,-10,/,99
COCCn1nnnc1C(c1cc2cc(C)cc(C)c2[nH]c1=O)N1CCN(c2ccccc2F)CC1 (stereo unspecified),14,16,102,4.4,15,2,26,100,0,/,103
O=C(Nc1ccc2c(c1)OC1(CCCC1)O2)C1CC1,-3,22,98,0.9,-13,21,29,100,1,/,97
CC1=CC(C)(C)N(C(=O)c2ccccc2)c2ccccc21,-14,16,102,-3.0,-7,-1,23,102,0,-36,100
O=C(NCCCN1CCN(c2ccccc2F)CC1)Nc1ccccc1[N+](=O)[O-],-5,12,106,3.0,6,4,65,103,0,23,103
Cc1cccnc1NC(=O)c1ccc(S(=O)(=O)N2CC(C)OC(C)C2)cc1 (stereo unspecified),-12,12,103,0.6,5,2,18,101,0,-12,103
CCN(c1ccccc1)c1nc(C#N)nc(N(CC)c2ccccc2)n1,-30,8,?,/,10,/,/,109,/,10,102
CC(OC(=O)c1ccncc1)C(=O)Nc1cc(S(=O)(=O)N2CCCCC2)ccc1Cl (stereo unspecified),1,14,97,1.2,13,19,13,99,-3,1,101
O=C(O)c1ccc(N/N=C/c2ccc(-c3ccccc3)cc2)cc1,8,6,96,-2.2,27,-7,20,98,0,-38,100
CCOC(=O)c1csc(NC(=O)CSc2nnnn2CC)n1,-20,15,106,0.5,13,2,13,105,-1,2,101
O=C(Nc1nc2ccc(SC(F)F)cc2s1)c1ccc(NS(=O)(=O)c2ccc(F)c(F)c2)cc1,13,14,100,-0.5,26,-2,12,99,-4,0,102
O=C(N/C(=C/c1ccc(Cl)cc1)C(=O)N1CCCC1)c1ccccc1,4,10,?,/,15,/,/,101,/,-7,102
CCC(=O)n1nc(-c2ccc(Cl)cc2)nc1N,1,9,97,-0.1,-27,1,12,101,0,-21,100
CN1CCN(C(=O)C23CC4CC(C2)CC(c2ccccc2)(C4)C3)CC1,1,6,107,4.7,10,3,20,107,0,-15,102
CCn1nc(C(=O)N2CCN(Cc3ccc4c(c3)OCO4)CC2)c2ccccc2c1=O,-1,7,99,0.6,3,1,5,99,-2,-25,100
COc1ccc(CCN(C(=O)C(F)(F)F)C(C(=O)NC2CCCC2)c2cccs2)cc1 (stereo unspecified),-19,13,92,1.5,-14,4,60,90,0,/,89
CN1C(=O)/C(=C/c2coc3ccc(O)cc3c2=O)SC1=S,-5,6,?,/,54*,/,/,91,/,-14,97
COC(=O)c1ccc(C(=O)N(CCN(C)C)c2nc3c(Cl)cccc3s2)cc1,-2,9,100,0.0,6,-1,10,101,2,8,102

Entries listed so far printed as active in Mcl1-Noxa inh:
SMILES | Mcl1 Bid PPI | Avidin fluor | RGS7-Gao reg | Mcl1-Noxa inh | ABCG2 block | GSH fluor | RGS4-Gao reg | Bim-Mcl-1 | RGS8-Gao reg
N#Cc1c(-c2ccco2)c2c([nH]c1=S)CCCC2 | 1 | 8 | 108 | 59* | 0 | 22 | 101 | -3 | 96
CN1C(=O)/C(=C/c2coc3ccc(O)cc3c2=O)SC1=S | -5 | 6 | ? | 54* | / | / | 91 | / | 97

(listing goes on)
compound,Mcl1 Bid PPI,Avidin fluor,RGS7-Gao reg,ABCB1 inh,Mcl1-Noxa inh,ABCG2 block,GSH fluor,RGS4-Gao reg,Bim-Mcl-1,Pf gamet viab,RGS8-Gao reg
CCN1CC(CN(C)Cc2nc(COc3ccccc3)no2)CC1=O (stereo unspecified),-30,2,98,0.6,-1,4,10,99,0,3,100
CS(=O)(=O)N1CCN(c2ccccc2NC(=O)c2ccc(-c3ccc(Cl)cc3Cl)o2)CC1,-23,15,100,6.5,7,6,35,98,0,/,97
CCOCCCn1c(SCC(=O)NCc2ccc3c(c2)OCO3)nc2ccccc2c1=O,-8,9,102,0.6,19,2,13,101,1,-9,100
CCCCn1c(=S)[nH]c2ncccc2c1=O,-29,15,99,1.5,5,8,66,101,0,/,101
Cc1[nH]c2ccccc2c1/C=N/NC(=S)NC(C)C,-19,16,176*[activator],-0.2,25,7,18,125,-4,-2,102
CCOC(=O)c1c(CN2CCN(CCO)CC2)n(-c2ccccc2)c2cc(Br)c(O)cc12,0,9,?,/,-6,/,/,105,/,1,101
CC1CN(c2ncnc3c2cnn3-c2ccc(Cl)cc2)CC(C)O1 (stereo unspecified),-11,5,97,-0.2,5,-1,19,100,-3,/,100
C=CCn1c(SCC(=O)N2CCOCC2)nc2sc3c(c2c1=O)CCCC3,2,5,87,4.7,9,7,33,88,-1,-15,88
